Screening data from PubChem BioAssay.
HIV RNase H inh: blocks HIV-1 RNase H cleavage of RNA/DNA duplex; P04585; RT-RNase H RNA/DNA duplex cleavage, fluorescence; inhibition, % at 10 µM; 1.9% of 65,000 active; AID 565; in the data active = inhibition above about 50%
RmlCD inh mix: RmlC/RmlD inhibition, mixture screen; RmlC/RmlD coupled enzyme inhibition, 384-well mixture HTS; inhibition, % at 5.5 µM; 0.39% of 110,000 active; in the data active = inhibition above about 30%, passing the limit was not always enough; note: strong numbers were not always called active
An asterisk follows results filed as active; . = no result given. Some of the compounds tested; the hit share may differ from the screen's.

SMILES | HIV RNase H inh | RmlCD inh mix
Cc1cc(C)c(C#N)c(SCS(=O)Cc2ccc(Cl)cc2)n1 (stereo unspecified) | -6.9 | -7.0
CCc1nc(SCC(=O)Nc2ccnc3ccccc23)n[nH]1 | -5.7 | 22.2
CCCc1[nH]nc2c1C(c1ccccc1OCC)C(C#N)=C(N)O2 (stereo unspecified) | -58.3 | -17.3
Cc1cc(C)nc(NS(=O)(=O)c2ccc(N/C=C3\CCCC3=O)cc2)n1 | . | 6.4
CCOC(=O)c1nn(-c2ccc(Cl)cc2)c2nc(CC)c(C#N)c(=O)n12 | . | 84.9*
CCOC(=O)c1c(C)c(C(=O)Nc2ccc3c(c2)OCCO3)c(C)n1CC | 2.5 | 7.3
CC(C)[C@@H](CO)NC(=O)c1ccc2c3n(nc2c1)-c1ccc(Cl)cc1CO3 | . | -9.6
O=C1CCC(=O)N1c1ccccc1-c1ccccc1 | -11.3 | -12.3
Nc1ccccc1-c1nnc(SCc2ccccc2F)[nH]c1=O | 8.6 | -1.1
CC(C)C1N(S(=O)(=O)c2ccccc2)CCN1S(=O)(=O)c1ccccc1 | -26.6 | 7.1
Cc1ccc(Nc2nc(N)nc(CN3CCN(Cc4ccc5c(c4)OCO5)CC3)n2)cc1 | -6.9 | -14.6
O=C(NCc1cccc(Br)c1)C1CC(c2ccccc2C(F)(F)F)=NO1 (stereo unspecified) | . | -16.8
COc1ccc2nc(SCC(=O)Nc3ccc(S(=O)(=O)Nc4onc(C)c4C)cc3)[nH]c2c1 | -6.0 | 7.0
CCCCC(NC(=O)c1ccccc1)C(=O)OCC(=O)N1c2ccccc2Sc2ccccc21 (stereo unspecified) | . | -44.5
O=C(c1cccc(S(=O)(=O)N2CCOCC2)c1)N1CCCc2ccccc21 | -19.2 | 5.2
Cc1n[nH]c(C)c1S(=O)(=O)N1CCOCC1 | -35.5 | -4.5
Cc1ccc(NC(=S)NC2CC3CCC(C2)N3Cc2ccco2)c(C)c1 (stereo unspecified) | . | 3.9
C/C(NCc1ccccc1)=C(\C#N)C(=O)NCc1ccccc1 | . | 14.2
COc1ccc(NC(=O)C2CCN(C(=O)c3cccs3)CC2)cc1OC | . | 11.1
S=P(c1ccc(N2CCOCC2)cc1N1CCOCC1)(N1CCOCC1)N1CCOCC1 | 87.6* | .
COC(=O)C1(CCSC)NC(c2ccc(O)cc2)C2C(=O)N(c3ccc4c(c3)OCCO4)C(=O)C21 (stereo unspecified) | -9.2 | -4.6
COc1ccccc1C(=O)N1CCN(c2cccc(Cl)c2)CC1 | -5.2 | -14.2
N#Cc1ccc(OCC(=O)NCCc2ccc(S(N)(=O)=O)cc2)cc1 | -4.8 | 15.4
FC(F)Oc1ccc(-c2csc(Cc3nnc4n3CCCCC4)n2)cc1 | -17.8 | 6.4
CCOC(=O)COc1ccc(Cl)cc1C1NC(=O)NC(C)=C1C(C)=O (stereo unspecified) | 7.0 | -12.6
O=C(Nc1nnc(-c2ccc(F)cc2)o1)c1ccco1 | -3.4 | 5.8
COCCN1CCN(c2c(C)c(C)nc3cc(-c4cccc(OC)c4)nn23)CC1 | -5.1 | .
CCOc1nc(SCCOc2ccccc2)nc(N(C)C)n1 | -41.9 | 10.2
CCOC(=O)C1=C(C)N=c2s/c(=C\c3cccn3C)c(=O)n2C1c1cccc(OC)c1OC (stereo unspecified) | -4.3 | 8.1
O=C(Nc1nnc(-c2ccccc2)o1)NC1CCCCC1 | 4.0 | -7.0
CCCCCn1ccc(=O)c2c(C(F)(F)F)nccc21 | . | 36.1
CC1CC(=O)c2cnc(NCC3CCCO3)nc2C1 (stereo unspecified) | -9.5 | -9.1
COc1cccc(N2C(=O)C(CC(=O)Nc3ccc(F)cc3)N(C3CCCCC3)C2=O)c1 (stereo unspecified) | 1.5 | -9.1
CSc1ccccc1C(=O)NC1CC2CCC1C2 (stereo unspecified) | -3.2 | -9.6
Cc1ccc(CCNC(=O)C2CCN(C(=O)c3sccc3-n3cccc3)CC2)cc1 | -9.6 | -13.3
CN(C)c1ncnc2c1ncn2C1OC(CO)C(O)C1O (stereo unspecified) | . | -9.0
C[C@@H]1NC(=O)c2cc([N+](=O)[O-])cc(I)c2OCC[C@@H](C(=O)NC(CC(=O)O)C(N)=O)NC(=O)[C@H](CC(N)=O)NC1=O (stereo partly specified) | . | 29.4
COc1ccc(S(=O)(=O)Nc2ccc(F)c(F)c2)cc1Cl | -21.9 | -26.6
C=CCNC(=O)c1c(N)n(Cc2ccco2)c2nc3ccccc3nc12 | . | -134.8
O=C1C2CCCN2C(c2cccs2)N1c1ccccn1 (stereo unspecified) | -26.5 | -17.9
O=C(O)C1C2C=CC3(O2)C1C(=O)N1c2ccccc2COC13 (stereo unspecified) | -2.7 | -17.2
COc1ccc(C2(C)NC(=O)N(CC(=O)NCCC3=CCCCC3)C2=O)cc1OC (stereo unspecified) | . | -58.3
CCCCNC(=O)c1onc(CSc2cccc(OC)c2)c1C(=O)O | . | 11.5
CC(C)CC(=O)Nc1ccc2c(c1)oc1ccccc12 | . | 8.5
O=C(Nc1ccc2c(c1)OCO2)C1CCN(c2ccc(S(=O)(=O)N3CCOCC3)cc2)CC1 | -2.2 | -1.9
COc1ccc(-c2nc3cnccn3c2Nc2ccc3c(c2)OCO3)cc1 | -29.6 | 19.3
O=C(O)CC(Cn1[nH]nnc1=S)c1ccccc1 (stereo unspecified) | . | 3.0
N#Cc1c(NC(=O)CSc2ncccn2)oc(-c2ccccc2)c1-c1ccccc1 | . | 10.4
Cn1cc(SCC(=O)O)c2ccccc21 | . | -7.0
C[C@@H](O)C1NC(=O)[C@H](CCCCN)NC(=O)c2cc([N+](=O)[O-])cc(F)c2NCCCC[C@@H](C(N)=O)NC1=O (stereo partly specified) | . | -5.7

(list continues)
SMILES | HIV RNase H inh | RmlCD inh mix
CC(NC(=O)c1cccs1)C(c1cccs1)N1CCN(c2ccccc2)CC1 (stereo unspecified) | -1.6 | -10.6
Cc1cnc(NC(=O)c2cc3c(s2)CCCC3)s1 | . | -2.9
C=C(C)Cn1c(-c2ccc(OC)cc2)nc2ccccc21 | -28.1 | 9.3
O=C(CCCN1C(=O)c2ccccc2C1=O)N1CCCCC1 | . | -20.0
Cc1ccccc1-n1c(-c2ccco2)nc2ccccc2c1=O | . | 6.3
Cc1c(C(=O)N2CCC3(CC2)OCCO3)oc2ccccc12 | 12.0 | 72.9
COc1ccc(CC(=O)Nc2ccc(-c3noc(-c4ccc(Cl)cc4)n3)cc2)cc1 | . | -9.3
Cn1c(NC(=O)C2CCCC2)cc(=O)n(C)c1=O | 1.7 | 12.1
CCOC(=O)c1sc(/N=C/N(C)C)c(C(=O)OCC)c1C | -9.0 | 13.3
CCCn1c(-c2ccc(F)cc2)n[nH]c1=S | 19.5 | -8.7
CCOC(=O)c1ccc(N2C(=O)CC(NC3CCN(C(=O)c4cccc(Cl)c4)CC3)C2=O)cc1 (stereo unspecified) | -2.9 | -3.6
O=c1ccc(=O)n2n1CC(O)C2 | 7.0 | .
Cc1cccc(C(=O)OCC(=O)Nc2ccc(N3CCCCC3)cc2)c1O | 88.5* | -13.9
Nc1cnn(C2CCCO2)c(=O)n1 (stereo unspecified) | -8.3 | -9.9
Cn1c(SCC(=O)N2CCN(c3ccccc3)CC2)nnc1-c1c[nH]c2ccccc12 | 0.7 | 8.6
O=C(NCCCN1CCOCC1)c1cc(-c2ccc(Br)cc2)on1 | -5.5 | 9.7
Cc1ccc2c(C)c(C(=O)N(Cc3cccs3)C3CCS(=O)(=O)C3)oc2c1 (stereo unspecified) | . | 5.8
CSc1nsc(SCc2cnc(C)nc2N)n1 | 5.7 | -15.0
CCOc1ccccc1-n1c(SCC(N)=O)nc2ccccc2c1=O | -7.5 | -1.4
O=C(O)C1CCCCC1C(=O)Nc1nccs1 (stereo unspecified) | -3.1 | 2.9
CCCC(=O)C1=C(O)C(C(=O)OC)C(C)(C)CC1=NC (stereo unspecified) | -11.6 | -0.9
O=C(NCc1cccnc1)c1ccc(NC(=O)c2ccco2)cc1 | . | 10.4
O=C(Nc1ccc2oc(-c3ccccc3)nc2c1)c1cccnc1 | -5.3 | -1.5
CCCCCOc1ccc(NS(C)(=O)=O)cc1 | -13.3 | .
CCN(CC)S(=O)(=O)c1cc(C(=O)Oc2cccc(-c3cnc4ccccc4n3)c2)ccc1Br | . | 20.9
O=C(COc1ncnc2ccccc12)N1CCN(C(=O)c2ccco2)CC1 | -1.3 | -6.3
CCCC1(C(=O)OCC)NC(c2ccc(O)cc2)C2C(=O)N(c3ccc4c(c3)OCCO4)C(=O)C21 (stereo unspecified) | . | -13.8
CC1(C)c2[nH]c3ccccc3c2C[C@@H]2C(=O)N(Cc3ccccc3F)C(=O)N21 | . | -10.2
Cc1ccc(OCCN2C(=O)c3ccccc3C2=O)c(C)c1 | -22.0 | -7.1
Cc1cc(C)c(S(=O)(=O)c2c(C)cccc2C)c(OCC(C)C)n1 | . | -10.8
O=C(CN1C(=O)NC2(CCCC2)C1=O)Nc1cccc(-c2nnc3n2CCCCC3)c1 | -9.9 | 7.6
CCOC(=O)c1cnc2c(c(C)nn2C)c1Oc1ccc(Cl)cc1 | . | -8.2
Cc1ccc(C(=O)COc2cccc(NC(=O)c3ccco3)c2)cc1 | 9.5 | -4.8
CCOC(=O)N1CCN(S(=O)(=O)c2ccc3c(c2)SCC(=O)N3)CC1 | -5.5 | .
COc1ccc(/C=C2\SC(=O)N(CCNC(=O)C3CC(=O)N(c4ccccc4)C3)C2=O)cc1 (stereo unspecified) | . | 6.8
O=C1c2ccccc2S(=O)(=O)N1CC(O)COc1ccc(Br)cc1 (stereo unspecified) | -9.5 | 4.7
O=C(N/N=C/c1cccc(Oc2ccccc2)c1)c1ccccc1Br | . | 39.2
Cc1nc(SCn2nnc3ccccc3c2=O)nc(C)c1C | -58.6 | 8.5
COc1ccccc1NC(=O)Cn1c(=O)n2nc(C)nc2c2ccccc21 | -3.2 | -11.2
C=CCNc1nc(C)nc(OC)n1 | -3.5 | -3.9
CC(=O)c1c(C(C)=O)c(C)n(C2CCCCC2)c1C | . | 4.5
COc1ccc(OC)c(NC(=O)CSc2ncnc3c2cnn3-c2ccccc2Cl)c1 | . | 18.1
Cc1cc(NC(=O)CSc2ccc3nnc(-c4ccccn4)n3n2)no1 | -5.4 | -5.9
CC(=O)C(=Nc1ccc(Cl)cc1Cl)NNc1cccc(Cl)c1 | . | -12.4
CCOC(=O)C1=C(N)Oc2ccccc2C12C(=O)N(CC(=O)OC)C(CC(=O)OC)=C2C(=O)OC (stereo unspecified) | . | -3.7
O=C(c1ccc2c(c1)OCCO2)C1CCN(S(=O)(=O)c2cccc(F)c2)CC1 | -10.7 | 8.7
O=S(=O)(c1cccc2c(S(=O)(=O)N3CCCC3)cccc12)N1CCCC1 | -6.6 | -7.7
Cc1c(C)[n+](=O)c(-c2ccco2)c(C)n1[O-] | -3.1 | -8.2
C=CCOC(=O)C1=C(C)Nc2nnnn2C1c1cccc(OC)c1OC (stereo unspecified) | -28.7 | -7.9
CCOC(=O)C1(C)NC(c2ccc(OC)cc2OC)C2C(=O)N(c3cccc(OC)c3)C(=O)C21 (stereo unspecified) | -3.7 | 10.7

More results.
SMILES | HIV RNase H inh | RmlCD inh mix
COc1c(C)cc(Br)cc1C(=O)Nc1cccc(NC(=O)c2ccco2)c1 | -14.6 | -13.0
CC(NC(=O)Nc1ncccn1)(C(F)(F)F)C(F)(F)F | -47.3 | -47.5
Cc1ccc(C(=O)N/N=C\c2cccn2C)cn1 | . | 0.0
CC1CCCN(S(=O)(=O)c2coc(C(N)=O)c2)C1 (stereo unspecified) | -41.8 | 5.9
CCNc1nnc(-c2ccncc2)s1 | . | 10.8
CCc1ccc(-c2nn(-c3cc(Cl)ccc3[N+](=O)[O-])c(=O)c3ccccc23)cc1 | . | 1.8
N=c1c2c3c(sc2ncn1N)CCCCC3 | 10.7 | -41.5
CCCC[C@@H]1CN=C(N)N1CCc1cccc(F)c1 | . | 4.8
COc1ccccc1CNCc1cc(OC)c(OC)cc1OC | 5.4 | 6.1
Cn1c(O)c(C=Nc2ccc3c(c2)CCC3)c(=O)n(C)c1=O | -11.4 | 3.6
CCOc1ccc(C2N(c3cc(C)on3)C(=O)C3CCCN32)cc1OC (stereo unspecified) | -8.4 | -11.2
